From PubChem
Rac1 wt GTP bind = modulators of human Rac1 wildtype GTP binding; P63000; GST-Rac1 beads, fluorescent GTP binding, flow cytometry; actives lie on both sides; 0 = cold GTP competed, 100 = untreated; GTP binding activity (% of control), % at 10 µM; 190,000 compounds, 0.27% hits; AID 757;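 active means GTP binding activity at least 20 points away from the 100% control level, either lower or higher; inconclusive means compound flagged as likely green fluorescent, judged across all proteins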
RGS8-Gao reg = regulators of human RGS8-Galphao interaction. P09471. multiplexed bead flow cytometry, RGS8-Galphao binding; actives lie on both sides. response (percent of control binding), % at 10 µM. 220,000 compounds, 0.34% hits; in the data active means response below about 60% or above about 140%; inactive means in between;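 further: Galphao activated as the GDP aluminium fluoride complex binding bead-coupled RGS8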
Target sequence (P09471 whole entry, looked up): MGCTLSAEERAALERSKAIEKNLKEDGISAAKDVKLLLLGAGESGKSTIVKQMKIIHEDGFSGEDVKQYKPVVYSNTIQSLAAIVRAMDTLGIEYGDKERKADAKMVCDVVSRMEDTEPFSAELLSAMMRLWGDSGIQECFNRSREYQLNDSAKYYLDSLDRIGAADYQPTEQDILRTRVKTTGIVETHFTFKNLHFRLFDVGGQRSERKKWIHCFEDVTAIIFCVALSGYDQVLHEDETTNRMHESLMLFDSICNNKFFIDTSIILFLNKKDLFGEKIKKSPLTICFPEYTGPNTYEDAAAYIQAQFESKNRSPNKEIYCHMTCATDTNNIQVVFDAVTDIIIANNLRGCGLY
Cdc42 wt = changes GTP binding to wildtype human Cdc42 | AID 761 | percent activity (GTP binding), % at 10 µM | GST-Cdc42 beads, Bodipy-GTP binding, flow cytometry; actives lie on both sides | P60953 | 190,000 compounds, 0.2% hits;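 active means percent activity GTP binding at least 20 points away from the 100% baseline, either down as inhibitor or up as activator; inconclusive means compound flagged as likely green fluorescent from well-wide comparison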;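 further: median bead fluorescence of bound Bodipy-FL-GTP at 100 nM; 0% = excess unlabeled GTP control and 100% = no compound control; below 100% means less GTP binding so inhibitor and above means activator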
Rab2A wt mod = changes GTP binding to wildtype dog Rab2A, up or down | P61105 | GST-Rab2 wt beads, Bodipy-GTP binding, flow cytometry | GTP binding activity, % at 10 µM | 190,000 compounds, 0.19% hits;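 active means GTP binding activity at least 20 points away from 100%, either lowered or raised; inconclusive means signal likely due to the compound's own green fluorescence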;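 further: 0% = beads with excess unlabeled GTP and 100% = no-compound control corrected for plate trend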
HRas wt GTP bind = changes GTP binding to wildtype human HRas | GTP binding activity, % at 10 µM | 190,000 compounds, 0.14% hits | P01112 | AID 759 | GST-Ras wt beads, Bodipy-FL-GTP binding, flow cytometry; actives lie on both sides;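 active means GTP binding activity at least 20% away from the 100% baseline, either lowered as inhibitor or raised as activator; inconclusive means flagged as likely green fluorescent, judged across all proteins in the well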;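 further: 0% = unlabeled GTP competition control and 100% = no-compound control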
Target sequence (P01112 whole entry, looked up): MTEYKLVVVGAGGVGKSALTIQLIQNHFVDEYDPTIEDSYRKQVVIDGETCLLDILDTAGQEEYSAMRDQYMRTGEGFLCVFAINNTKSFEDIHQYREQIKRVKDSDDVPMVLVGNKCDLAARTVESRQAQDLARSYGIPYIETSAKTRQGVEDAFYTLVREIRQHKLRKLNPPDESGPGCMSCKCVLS
Bim-Mcl-1 = inhibitors of Bim-Mcl-1 interaction, human; Q07820; Bead-based flow cytometry, Bim peptide-Mcl-1 binding; inhibition, % at 10 µM; 190,000 compounds, 0.1% hits; AID 1009; in the data active means inhibition above about 40%;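 further: 0% = no compound tracer wells and 100% = peptide blocker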
Target sequence (Q07820 whole entry, looked up): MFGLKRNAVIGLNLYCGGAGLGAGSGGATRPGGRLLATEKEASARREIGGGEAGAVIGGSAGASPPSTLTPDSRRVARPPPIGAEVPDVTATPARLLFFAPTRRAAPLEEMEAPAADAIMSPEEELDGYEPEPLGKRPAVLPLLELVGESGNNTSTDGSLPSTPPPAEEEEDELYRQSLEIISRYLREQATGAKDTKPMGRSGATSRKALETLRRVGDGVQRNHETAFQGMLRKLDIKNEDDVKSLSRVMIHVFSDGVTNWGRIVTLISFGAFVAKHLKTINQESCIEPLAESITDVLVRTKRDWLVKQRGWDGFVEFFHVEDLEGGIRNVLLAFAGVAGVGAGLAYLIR
Rab7 wt modul = dog Rab7 wildtype GTP binding, inhibitors and activators. GTP binding activity (percent of control), % at 10 µM. 190,000 compounds, 0.055% hits. GST-Rab7 beads, fluorescent GTP binding, flow cytometry; actives lie on both sides; untreated = 100%, excess cold GTP = 0%. AID 758;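 active means fluorescent GTP binding to Rab7 beads changed by at least 20 points from the 100% baseline, either direction, mostly lower; inconclusive means compound itself probably fluorescent, or too few beads counted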;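 further: median green fluorescence of bound Bodipy-FL-GTP per Rab7 bead population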
Mcl1-Noxa inh = Mcl-1/Noxa interaction inhibition; Q07820; inhibition, % at 21.7 µM; TR-FRET Mcl-1/Noxa peptide binding, 2 h; 220,000 compounds, 1.5% hits;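 active means compounds that cut the protein-peptide binding signal by more than 50% relative to plate controls in a single-dose test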;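 further: His-tagged Mcl-1 with rhodamine Noxa BH3 peptide and terbium anti-His antibody; 0% = Mcl-1 plus Noxa peptide wells and 100% = peptide-only wells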
Mcl1 Bid PPI = disrupts binding of human Mcl-1 to Bid peptide | Q07820 | inhibition, % at 21.7 µM | 220,000 compounds, 0.97% hits | AID 1021 | TR-FRET Mcl-1/Bid-Dy647 peptide binding, 1536-well;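 active means compounds that cut the binding signal by more than half at the single screening dose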;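 further: His-tagged Mcl-1 with europium anti-His antibody binding Bid BH3 peptide; 0% = Mcl-1 plus peptide wells and 100% = peptide-only wells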
Pf gamet viab = kills late stage P. falciparum gametocytes | inhibition, % at 10.9 µM | 150,000 compounds, 0.065% hits | P. falciparum stage V gametocytes, ATP luminescence, 24 h;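 active means inhibition above the mean plus 3 SD of compounds within the control limits, set per campaign, cut at about 38% in these data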;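 further: 0% = DMSO wells and 100% = medium only without gametocytes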
Rac1 mut GTP = human Rac1 activated mutant GTP binding change | percent activity (GTP binding), % at 10 µM | P63000 | 190,000 compounds, 0.11% hits | GST-Rac1 activated beads, fluorescent GTP binding, flow cytometry; actives lie on both sides; 100% means binding = to untreated wells;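 active means GTP binding at least 20 percentage points away from the 100% baseline, in either direction, so actives lie on both sides; inconclusive means Compound likely fluorescent itself, or too few beads counted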
* marks the source's active call; other numbers are inactive results; ? = inconclusive; . = not tested or not shown.

SMILES	Rac1 wt GTP bind	RGS8-Gao reg	Cdc42 wt	Rab2A wt mod	HRas wt GTP bind	Bim-Mcl-1	Rab7 wt modul	Mcl1-Noxa inh	Mcl1 Bid PPI	Pf gamet viab	Rac1 mut GTP
COc1cc(C2CC(=O)c3cnc(N)nc3C2)cc(OC)c1OC (stereo unspecified)	104.0	99.9	104.0	100.0	100.0	-5.0	98.0	3.7	-22.8	-3.9	101.0
Cc1cccc(NC(=S)N(CCc2ccncc2)C(C)C)c1C	97.0	100.9	93.0	97.0	98.0	0.0	94.0	-10.3	-12.4	0.6	96.0
COCCNC(=S)N/N=C(\C)c1cccc(C(F)(F)F)c1	95.0	96.5	95.0	98.0	95.0	1.0	103.0	-2.7	-32.4	22.6	95.0
Cc1ccc(S(=O)(=O)N2Cc3ccccc3CC2C(=O)Nc2cc(C)on2)cc1 (stereo unspecified)	95.0	103.3	97.0	103.0	102.0	3.0	102.0	10.2	-5.7	.	96.0
N#CC(c1ccccc1)C1CCN(Cc2ccccc2)CC1 (stereo unspecified)	109.0	98.9	107.0	102.0	106.0	-5.0	106.0	6.0	-12.6	8.6	103.0
c1coc(Cn2c(-c3ccco3)nc3ccccc32)c1	100.0	95.6	102.0	98.0	99.0	-2.0	98.0	-5.0	-12.2	.	98.0
O=C1CC(N(C(=O)c2ccco2)c2ccc(F)cc2)C(=O)N1c1ccc(F)cc1 (stereo unspecified)	107.0	101.8	102.0	103.0	102.0	-2.0	104.0	1.6	-6.3	-24.3	100.0
Cc1c(CNC(=O)C2CC2)c(-n2cccc2)n(Cc2ccccc2)c1C	104.0	109.9	105.0	101.0	102.0	-1.0	99.0	13.4	-28.4	-16.7	100.0
COc1ccc(C(=O)CSc2nnnn2Cc2ccccc2)cc1	98.0	105.2	98.0	100.0	99.0	3.0	102.0	0.0	-5.4	.	97.0
CCN(CC(=O)NC1CCS(=O)(=O)C1)C(=O)COc1ccccc1-c1ccccc1 (stereo unspecified)	105.0	101.5	104.0	99.0	102.0	-1.0	99.0	30.2	-32.7	.	100.0
Cc1ccc(/C=N/NC(=O)C[n+]2ccccc2)o1	99.0	106.1	98.0	100.0	99.0	1.0	105.0	-14.7	-59.9	6.9	96.0
COc1ccc(C2Nc3ccccc3C(=O)N2NS(=O)(=O)c2ccccc2)cc1 (stereo unspecified)	99.0	102.4	97.0	94.0	97.0	-3.0	98.0	1.6	-17.5	-19.3	96.0
Cc1c(NN=C(C#N)C#N)c(=O)n(-c2ccccc2)n1C	99.0	95.8	101.0	101.0	103.0	-2.0	105.0	23.3	-44.7	-15.0	99.0
C/C(=N\NC(=O)c1cc([N+](=O)[O-])cc([N+](=O)[O-])c1)c1ccco1	97.0	100.8	95.0	101.0	97.0	-3.0	107.0	12.9	-32.0	8.4	95.0
CC(=O)C(C)Oc1ncn(-c2ccccc2)n1 (stereo unspecified)	94.0	100.8	96.0	95.0	98.0	1.0	95.0	7.1	0.8	.	94.0
O=c1cc(-c2ccc(O)cc2)oc2c([C@@H]3O[C@H](CO)[C@@H](O)[C@H](O)[C@H]3O)c(O)c([C@@H]3O[C@H](CO)[C@@H](O)[C@H](O)[C@H]3O)c(O)c12	105.0	109.4	103.0	99.0	100.0	-1.0	97.0	25.1	-11.2	10.4	100.0
CCC(C)N(C)Cc1cccc(C2(O)CCN(S(=O)(=O)c3ccc(F)cc3)CC2)c1 (stereo unspecified)	98.0	95.2	97.0	98.0	97.0	-2.0	100.0	14.4	-5.9	.	95.0
Cc1nc2ccc(-c3nc4ccc(N)cc4[nH]3)cc2[nH]1	?	102.0	?	?	?	1.0	?	46.3	-66.2	.	?
Cc1ccc(S(=O)(=O)N(c2ccc(Br)cc2)C2C=CS(=O)(=O)C2)cc1 (stereo unspecified)	93.0	102.3	93.0	93.0	94.0	0.0	94.0	7.5	-6.7	-12.2	95.0
CN1CCN(C(=O)CN(c2cccc(Br)c2)S(=O)(=O)c2ccccc2)CC1	99.0	97.8	101.0	97.0	97.0	-5.0	95.0	18.8	-27.6	-19.6	95.0

A portion of the results above:
SMILES	Rac1 wt GTP bind	RGS8-Gao reg	Cdc42 wt	Rab2A wt mod	HRas wt GTP bind	Bim-Mcl-1	Rab7 wt modul	Mcl1-Noxa inh	Mcl1 Bid PPI	Pf gamet viab	Rac1 mut GTP
Cc1c(NN=C(C#N)C#N)c(=O)n(-c2ccccc2)n1C	99.0	95.8	101.0	101.0	103.0	-2.0	105.0	23.3	-44.7	-15.0	99.0
C/C(=N\NC(=O)c1cc([N+](=O)[O-])cc([N+](=O)[O-])c1)c1ccco1	97.0	100.8	95.0	101.0	97.0	-3.0	107.0	12.9	-32.0	8.4	95.0
CC(=O)C(C)Oc1ncn(-c2ccccc2)n1 (stereo unspecified)	94.0	100.8	96.0	95.0	98.0	1.0	95.0	7.1	0.8	.	94.0
O=c1cc(-c2ccc(O)cc2)oc2c([C@@H]3O[C@H](CO)[C@@H](O)[C@H](O)[C@H]3O)c(O)c([C@@H]3O[C@H](CO)[C@@H](O)[C@H](O)[C@H]3O)c(O)c12	105.0	109.4	103.0	99.0	100.0	-1.0	97.0	25.1	-11.2	10.4	100.0
CCC(C)N(C)Cc1cccc(C2(O)CCN(S(=O)(=O)c3ccc(F)cc3)CC2)c1 (stereo unspecified)	98.0	95.2	97.0	98.0	97.0	-2.0	100.0	14.4	-5.9	.	95.0
Cc1nc2ccc(-c3nc4ccc(N)cc4[nH]3)cc2[nH]1	?	102.0	?	?	?	1.0	?	46.3	-66.2	.	?
Cc1ccc(S(=O)(=O)N(c2ccc(Br)cc2)C2C=CS(=O)(=O)C2)cc1 (stereo unspecified)	93.0	102.3	93.0	93.0	94.0	0.0	94.0	7.5	-6.7	-12.2	95.0
CN1CCN(C(=O)CN(c2cccc(Br)c2)S(=O)(=O)c2ccccc2)CC1	99.0	97.8	101.0	97.0	97.0	-5.0	95.0	18.8	-27.6	-19.6	95.0

Next compounds follow:
SMILES	Rac1 wt GTP bind	RGS8-Gao reg	Cdc42 wt	Rab2A wt mod	HRas wt GTP bind	Bim-Mcl-1	Rab7 wt modul	Mcl1-Noxa inh	Mcl1 Bid PPI	Pf gamet viab	Rac1 mut GTP
O=C(Nc1ccc(F)c(Cl)c1)c1ccc2c(=O)n3c(nc2c1)CCCCC3	103.0	100.3	103.0	97.0	101.0	61.0*	101.0	3.6	-12.2	1.6	98.0
CC1(C)COC(c2cccn2Cc2ccccc2Cl)=N1	105.0	100.6	102.0	102.0	102.0	-3.0	104.0	3.0	-1.0	.	98.0
CCCCCc1nc2c(=O)n(C)c3ccccc3c2o1	96.0	99.7	93.0	92.0	96.0	5.0	90.0	4.9	-17.3	-14.0	94.0
N#Cc1c(NCCN)nc(-c2ccco2)c2c1CCCC2	91.0	100.1	96.0	96.0	97.0	-1.0	95.0	12.9	-0.2	6.9	96.0
Cc1cc(C)c(S(=O)(=O)n2nc(C)c(Br)c2C)c(C)c1	105.0	98.5	104.0	100.0	102.0	-3.0	101.0	1.4	5.0	.	99.0
CCOC(=O)Cn1c2c(c(-c3ccccc3OC)cc1=O)CCCC2	105.0	96.8	99.0	97.0	99.0	-2.0	96.0	6.2	-8.8	-27.4	100.0
COC(=O)Cn1nc(C)c2ccccc2c1=O	99.0	99.9	97.0	98.0	98.0	.	95.0	-20.4	-5.7	.	98.0
CCOC(=O)C1CCN(C(=O)CN(c2ccc(OC)cc2)S(=O)(=O)c2c(C)noc2C)CC1	109.0	100.4	105.0	103.0	102.0	2.0	103.0	6.7	-12.2	.	100.0
CCn1c(C)nc2cc(C(=O)N/N=C/c3cccc(O)c3O)ccc21	103.0	94.4	94.0	98.0	98.0	-2.0	107.0	49.1	-41.7	-39.1	101.0
CCCCN(CC)C(=O)CSc1nc2n[nH]c(C)c2c(=N)n1-c1cccc(C)c1	89.0	103.7	91.0	91.0	96.0	2.0	103.0	13.5	3.7	-11.5	91.0
CCCNCc1cc(Cl)c(OCC)c(Cl)c1	101.0	104.9	102.0	96.0	96.0	-1.0	98.0	17.2	-13.1	-8.7	96.0
O=S(=O)(NCC(c1cccnc1)N1CCOCC1)c1cccs1 (stereo unspecified)	101.0	107.5	99.0	100.0	100.0	-7.0	99.0	-4.5	-4.2	.	98.0
O=C(NCc1ccco1)c1cc(-c2cccs2)nc2ccccc12	106.0	98.5	101.0	98.0	100.0	-5.0	95.0	3.5	-44.5	2.8	102.0
CCC(=O)Nc1cc(C(C)(C)C)ccc1C(C)=O	103.0	98.5	101.0	98.0	101.0	-5.0	99.0	3.8	-5.6	-0.4	100.0
O=C(O)CCn1c(-c2ccccc2)cc2c1CCCC2=O	97.0	121.0	96.0	96.0	94.0	-5.0	97.0	8.2	-8.9	.	94.0
CCN(CC)S(=O)(=O)c1cccc(NC(=S)NC(=O)/C=C/c2ccc(S(=O)(=O)N3CCOCC3)cc2)c1	102.0	78.1	100.0	99.0	101.0	-5.0	101.0	-3.0	-43.9	5.3	98.0
CC(C)(C)C(=O)Nc1cc(S(=O)(=O)Nc2ccc(Cl)cc2)ccc1Cl	100.0	99.9	99.0	98.0	99.0	-3.0	100.0	6.0	6.9	15.4	98.0
CCOC(=O)N1CCC(NC(=O)C(Cc2ccccc2)NC(=O)c2ccco2)CC1 (stereo unspecified)	103.0	98.9	104.0	100.0	103.0	-3.0	103.0	6.0	-7.0	.	100.0
CCc1ccc(CC2(O)CC(C)N(C)CC2C)cc1 (stereo unspecified)	105.0	99.9	99.0	101.0	101.0	-4.0	103.0	-4.6	-8.1	.	99.0
CC(C)N1CCC(=NNC(=O)c2ccccc2[N+](=O)[O-])CC1	109.0	101.4	104.0	102.0	103.0	-2.0	104.0	2.2	-24.4	-13.2	103.0
CC(C)(C)c1ccc(-c2nc3c(C#N)c(-c4ccc5c(c4)OCO5)ccn3n2)cc1	98.0	98.7	98.0	96.0	99.0	1.0	97.0	-21.9	-12.9	-1.2	97.0
CN(CC(=O)Nc1ccc(Cl)cc1)Cc1cc(=O)n2ccsc2n1	96.0	100.5	94.0	92.0	95.0	0.0	94.0	10.2	-2.9	-15.2	96.0
